TDP1 inh: inhibitors of human tyrosyl-DNA phosphodiesterase TDP1; Q9NUW8; recombinant TDP1, AlphaScreen DNA substrate cleavage; Potency, µM (highest dose often 130 µM), inactives show at the highest dose activity change, negative = inhibition, actives largely listed as inhibitors; 0.28% of 350,000 active; AID 485290; note: nearly all actives have a fitted effect of over 40% in size
Target sequence (Q9NUW8 whole entry, looked up): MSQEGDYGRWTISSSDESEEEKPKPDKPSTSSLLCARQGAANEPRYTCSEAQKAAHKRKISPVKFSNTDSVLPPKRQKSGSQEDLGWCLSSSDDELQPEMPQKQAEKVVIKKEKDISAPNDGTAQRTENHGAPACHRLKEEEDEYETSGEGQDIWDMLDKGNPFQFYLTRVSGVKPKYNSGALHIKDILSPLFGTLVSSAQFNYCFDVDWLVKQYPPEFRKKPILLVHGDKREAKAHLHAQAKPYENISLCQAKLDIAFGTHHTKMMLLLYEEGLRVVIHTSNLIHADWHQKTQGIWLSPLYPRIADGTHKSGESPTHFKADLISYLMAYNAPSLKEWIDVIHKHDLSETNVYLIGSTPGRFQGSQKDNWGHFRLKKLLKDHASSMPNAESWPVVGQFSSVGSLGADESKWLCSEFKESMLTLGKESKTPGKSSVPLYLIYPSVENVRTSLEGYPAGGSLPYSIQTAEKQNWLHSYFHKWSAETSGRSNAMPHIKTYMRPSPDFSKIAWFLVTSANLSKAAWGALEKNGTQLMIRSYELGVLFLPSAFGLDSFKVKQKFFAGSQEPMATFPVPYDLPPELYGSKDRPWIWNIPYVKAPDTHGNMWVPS
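Here, a 5' biotin and 3' phosphotyrosine-FITC DNA oligonucleotide reports Tdp1 activity: intact substrate bridges AlphaScreen beads, while cleavage leaves a 3' phosphate and drops signal. All incubations at room temperature.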
DT40 TDP1 no CPT: qHTS for Inhibitors of human tyrosyl-DNA phosphodiesterase 1 (TDP1): qHTS in cells in absence of CPT | 15% of 420,000 active | Potency, µM (doses to about 46.2 µM), for inactives: at the top dose activity change, negative = growth inhibition, actives largely listed as inhibitors | DT40 Tdp1-/- hTDP1 cells, no CPT, ATP luminescence, 48 h; note: nearly all actives have a fitted effect of over 55% in size
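Growth of hTDP1-complemented DT40 Tdp1-knockout cells is measured by ATP luminescence after at least 48 hr compound exposure at 37 °C, with DMSO substituting for the 20 nM CPT used in the parallel screen.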
TDP1 cell CPT: DT40-hTDP1 cell growth loss with CPT. Potency, µM (doses to about 46.2 µM), inactives show at the highest dose activity change, negative = growth inhibition, hits mostly inhibitors. chicken DT40 Tdp1-/-;hTDP1 cells + 20 nM CPT, ATP luminescence, 48 h. 12% of 420,000 active. AID 686979; note: nearly all actives have a fitted effect of over 55% in size
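Chicken DT40 Tdp1-/- cells stably complemented with human TDP1 were seeded at 400 cells/well in medium containing 20 nM camptothecin, exposed to pin-transferred compounds, and grown at 37 °C for at least 48 hr. Viability was read as ATP luminescence.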
The depositor's hits bear a star; [ ] = another dose, or the depositor's remark. Calls come from the whole dose curve; as a rule, active = well fitted curve in the direction sought with a large enough effect; inconclusive = small, poorly fitted or top-dose-only effect, or another doubt; inactive = no such curve, though single readings can be large; an effect the other way counts as inactive or inconclusive. % is set by controls: 0 for no effect and ±100 for the full control effect; potency is the fitted concentration of half-maximal effect. Hits appear at their usual frequency. About 18% of those tested had a hit in this group.

Results for CC(C)OCCCNc1nc2c(c(=O)n(Cc3ccccc3F)c(=O)n2C)n1C ?
TDP1 inh: 2.9%; DT40 TDP1 no CPT: -25.5%; TDP1 cell CPT: -9.0%

How did Cc1ccc2cccc(NC3OC(=O)c4ccccc43)c2n1 (stereo not given) do in these assays?
TDP1 inh: 4.3%; DT40 TDP1 no CPT: -0.5%; TDP1 cell CPT: 23.1%

What do the screens show for `Cc1ccc(NC(=O)CC(C)N2CCCC2)cc1` (stereo not given)?
DT40 TDP1 no CPT: -9.9%; TDP1 cell CPT: -13.0%

Results for Cc1oc(-c2ccccc2F)nc1CS(=O)CC(=O)NCc1ccc2c(c1)OCO2 (stereo not given) ?
TDP1 inh: -1.0%; DT40 TDP1 no CPT: -1.2%; TDP1 cell CPT: -15.5%

How did Cn1cnnc1SCCCN1C(=O)c2cccc3cccc(c23)C1=O do in these assays?
TDP1 inh: 2.6%; DT40 TDP1 no CPT: -13.6%; TDP1 cell CPT: -2.9%

What do the screens show for `CCOC(=O)CCCCCC(=O)Nc1ccc2c(c1)C(=O)N([C@@H](C)CO)C[C@H](C)[C@H](CN(C)C(=O)NC(C)C)OCCCC[C@H](C)O2`?
DT40 TDP1 no CPT: -14.2%; TDP1 cell CPT: -3.5%

What do the screens show for `Cc1ccc(-n2nnc3c(=O)n(CC(=O)NCc4ccccc4)cnc32)cc1`?
DT40 TDP1 no CPT: inconclusive; TDP1 cell CPT: inconclusive

How did Cc1ccsc1/C=N/NC(=O)Cn1cnc2ccccc21 do in these assays?
TDP1 inh: 2.3%; DT40 TDP1 no CPT: -18.5%; TDP1 cell CPT: -1.6%

How did O=C(O)/C=C/C(=O)NC1CCCCCCCCCCC1 do in these assays?
TDP1 inh: 5.5%; DT40 TDP1 no CPT: -6.0%; TDP1 cell CPT: -6.5%

Results for O=C1c2ccccc2C(=O)N1CCCCN(C(=O)c1ccc(Cl)s1)c1ccc(Cl)cc1 ?
TDP1 inh: -3.0%; DT40 TDP1 no CPT: 20.6µM*; TDP1 cell CPT: inconclusive

How did O=C(NCCc1ccccc1F)C1CC(O)CN1C(=O)Nc1ccccc1 (stereo not given) do in these assays?
DT40 TDP1 no CPT: 1.6%; TDP1 cell CPT: 6.0%

What do the screens show for `COc1ccccc1N1CCN(C2CCCN(C(=O)CCc3cnn(C)c3)C2)CC1` (stereo not given)?
TDP1 inh: 1.8%; DT40 TDP1 no CPT: 24.8%; TDP1 cell CPT: -8.6%

How did Cc1noc(C)c1NC(=O)N(C)C[C@H]1Oc2c(NC(=O)Nc3ccc4c(c3)OCO4)cccc2C(=O)N([C@H](C)CO)C[C@@H]1C do in these assays?
TDP1 inh: 2.0%; DT40 TDP1 no CPT: -29.9%; TDP1 cell CPT: 7.0%

How did CC(O)CNCCOc1ccccc1-c1ccccc1 (stereo not given) do in these assays?
TDP1 inh: 0.0%; DT40 TDP1 no CPT: 0.3%; TDP1 cell CPT: 0.7%

Results for COc1ccc2oc(=Nc3ccc(C(=O)O)cc3)c(C(=O)NCc3ccco3)cc2c1 ?
TDP1 inh: 0.0%; DT40 TDP1 no CPT: inconclusive; TDP1 cell CPT: inconclusive

Results for CCC(CC)NC(=O)Nc1cccc(C)c1C ?
TDP1 inh: -2.6%; DT40 TDP1 no CPT: -1.4%; TDP1 cell CPT: -14.2%

Results for CCCCn1cc(S(=O)(=O)c2ccc(OC)cc2)c(=O)c2cc(CC)ccc21 ?
TDP1 inh: -1.3%; DT40 TDP1 no CPT: inconclusive; TDP1 cell CPT: inconclusive

What do the screens show for `Cc1ccc(C2=NN(CCC#N)C(=O)CO2)cc1`?
DT40 TDP1 no CPT: 27.2%; TDP1 cell CPT: -28.4%

Results for CCOc1ccccc1NC(=O)Cn1c(=O)n(CCC(C)C)c(=O)c2cccnc21 ?
TDP1 inh: -2.0%; DT40 TDP1 no CPT: -14.1%; TDP1 cell CPT: -8.9%

What do the screens show for `O=S1(=O)CCN(Cc2ccccc2)CC1`?
DT40 TDP1 no CPT: 2.2%; TDP1 cell CPT: -3.7%

Results for COc1ccccc1N1CCN(CC(=O)N2CCCC2)CC1 ?
DT40 TDP1 no CPT: 5.7%; TDP1 cell CPT: 5.7%

What do the screens show for `COc1ccc(Nc2nc(NCc3ccco3)nc(N3CCOCC3)n2)cc1`?
DT40 TDP1 no CPT: inconclusive; TDP1 cell CPT: inconclusive

What do the screens show for `NS(=O)(=O)c1ccc(NNC(=O)c2ccccc2)cc1`?
DT40 TDP1 no CPT: -2.4%; TDP1 cell CPT: 0.7%

Results for CN(C)C(=O)CCc1ccc2c3c([nH]c2c1)[C@]1(CCc2ccccc2)[C@@H](C(=O)N2CCCCC2)C[C@H](CC(=O)NCc2cccc(C(F)(F)F)c2)C(=O)N1CC3 ?
TDP1 inh: 2.9%[56.1 µM]; DT40 TDP1 no CPT: 20.6µM*; TDP1 cell CPT: inconclusive

How did CCOC(=O)CSc1nc2c(c(=O)[nH]c(=O)n2C)n1Cc1ccccc1 do in these assays?
TDP1 inh: 3.2%; DT40 TDP1 no CPT: 4.0%; TDP1 cell CPT: -3.5%

Results for O=C(NN=C1CCCC1)c1ccccc1[N+](=O)[O-] ?
TDP1 inh: 39.8µM*; DT40 TDP1 no CPT: 5.1%; TDP1 cell CPT: 57.0%[activator]

Results for O=C(Cn1c(=O)sc2ccccc21)Nc1nc2c(s1)CCCC2 ?
TDP1 inh: -5.1%; DT40 TDP1 no CPT: -7.5%; TDP1 cell CPT: -11.5%

Results for CCCCN(C(=O)c1cc2ccccc2o1)c1c(N)n(CC(C)C)c(=O)[nH]c1=O ?
TDP1 inh: 0.6%; DT40 TDP1 no CPT: -16.7%; TDP1 cell CPT: -11.6%

What do the screens show for `OC[C@@H]1CN(Cc2ccc(-c3ccccc3)cc2)C[C@H](n2cnc3c(NC4CCC4)ncnc32)O1`?
DT40 TDP1 no CPT: 4.11µM*; TDP1 cell CPT: 4.11µM*

What do the screens show for `O=C(NCCCN1CCCC1=O)c1ccc([N+](=O)[O-])s1`?
DT40 TDP1 no CPT: inconclusive; TDP1 cell CPT: inconclusive

A draw from above in order of molar mass, low to high.
What do the screens show for `NS(=O)(=O)c1ccc(NNC(=O)c2ccccc2)cc1`?
DT40 TDP1 no CPT: -2.4%; TDP1 cell CPT: 0.7%

What do the screens show for `O=C(NCCCN1CCCC1=O)c1ccc([N+](=O)[O-])s1`?
DT40 TDP1 no CPT: inconclusive; TDP1 cell CPT: inconclusive

Results for COc1ccccc1N1CCN(CC(=O)N2CCCC2)CC1 ?
DT40 TDP1 no CPT: 5.7%; TDP1 cell CPT: 5.7%

How did CCOC(=O)CSc1nc2c(c(=O)[nH]c(=O)n2C)n1Cc1ccccc1 do in these assays?
TDP1 inh: 3.2%; DT40 TDP1 no CPT: 4.0%; TDP1 cell CPT: -3.5%

What do the screens show for `COc1ccc(Nc2nc(NCc3ccco3)nc(N3CCOCC3)n2)cc1`?
DT40 TDP1 no CPT: inconclusive; TDP1 cell CPT: inconclusive

Results for CCCCN(C(=O)c1cc2ccccc2o1)c1c(N)n(CC(C)C)c(=O)[nH]c1=O ?
TDP1 inh: 0.6%; DT40 TDP1 no CPT: -16.7%; TDP1 cell CPT: -11.6%

Next section:
Results for COc1ccc(-c2ccc(CN3C(C(C)C)C(=O)N(Cc4cn(Cc5ccco5)nn4)CCS3(=O)=O)cc2)cn1 (stereo not given) ?
DT40 TDP1 no CPT: 20.6µM*; TDP1 cell CPT: 18.4µM*

What do the screens show for `C/C=C/c1ccc2oc(-c3ccc(O)cc3)c(C)c2c1`?
TDP1 inh: 10.0%; DT40 TDP1 no CPT: -7.6%[9.04 µM]; TDP1 cell CPT: 1.9%[9.04 µM]

What do the screens show for `O=C(NC(=O)N1CCN(c2ccc([N+](=O)[O-])cn2)CC1)c1ccccc1F`?
DT40 TDP1 no CPT: 9.2µM*; TDP1 cell CPT: inconclusive

Results for CCOC(=O)c1nc(Nc2ccc(C(=O)OCC(C)C)cc2)c2ccccc2n1 ?
DT40 TDP1 no CPT: 6.51µM*; TDP1 cell CPT: 6.51µM*

What do the screens show for `Cc1ccc(Cn2cc(CCC(=O)O)c3ccccc32)cc1`?
DT40 TDP1 no CPT: 12.4%; TDP1 cell CPT: -6.7%

What do the screens show for `CC(=O)N1CCN(C(=O)c2cc(-c3ccc(C)o3)nc3ccccc23)CC1`?
TDP1 inh: 0.8%; DT40 TDP1 no CPT: inconclusive; TDP1 cell CPT: inconclusive

How did CC[C@]1(C(=O)OC)[C@H]2C(=O)N(Cc3ccccc3)C(=O)[C@H]2[C@H]2CN=C(SCC3CC3)N21 do in these assays?
TDP1 inh: -3.5%[56.1 µM]; DT40 TDP1 no CPT: inconclusive; TDP1 cell CPT: inconclusive

What do the screens show for `CC(=O)c1ccc(OCCCC(=O)NCCc2ccccc2)cc1`?
TDP1 inh: 4.9%; DT40 TDP1 no CPT: 9.7%; TDP1 cell CPT: 11.8%

Results for CSc1nccc(-c2nn(-c3ccc(C)cc3)ccc2=O)n1 ?
TDP1 inh: 4.6%; DT40 TDP1 no CPT: 5.8µM*; TDP1 cell CPT: 7.31µM*

Results for CCOC(=O)[C@]12CCC=C1N(Cc1ccc3c(c1)OCO3)C(=O)[C@H](CC(=O)N1CCSCC1)C2 ?
DT40 TDP1 no CPT: inconclusive; TDP1 cell CPT: inconclusive

How did Nc1c(Cl)cc(Cl)cc1C(=O)OCC(=O)N1CCOCC1 do in these assays?
TDP1 inh: 1.2%; DT40 TDP1 no CPT: -5.2%; TDP1 cell CPT: -11.6%

Results for CCOc1c2ccc(C(=O)N[C@H](C)C3CCCCC3)cc2nn1CC ?
TDP1 inh: 2.1%; DT40 TDP1 no CPT: -10.2%; TDP1 cell CPT: -19.6%

What do the screens show for `CCN(CC)CCn1c2c(c(SCC(=O)Nc3ccc(F)c(F)c3)nc1=O)CCC2`?
TDP1 inh: -1.7%; DT40 TDP1 no CPT: 6.7%; TDP1 cell CPT: -6.0%

How did CCOC(=O)c1cccc(NC(=O)c2ccc(NC(=O)C3CCCO3)cc2)c1 (stereo not given) do in these assays?
TDP1 inh: 4.7%; DT40 TDP1 no CPT: inconclusive; TDP1 cell CPT: inconclusive

Results for CCOc1ccccc1C1C(C#N)=C(N)Oc2cc(C)n(Cc3ccccn3)c(=O)c21 (stereo not given) ?
TDP1 inh: 0.0%; DT40 TDP1 no CPT: 8.1%; TDP1 cell CPT: 14.7%

How did N#Cc1cccc(NS(=O)(=O)c2ccccc2Cl)c1 do in these assays?
TDP1 inh: 2.0%; DT40 TDP1 no CPT: 8.7%; TDP1 cell CPT: 2.4%

What do the screens show for `CC1CC(Nc2ccccc2N)=CC(=O)O1` (stereo not given)?
TDP1 inh: 4.0%; DT40 TDP1 no CPT: -11.1%; TDP1 cell CPT: -15.4%

What do the screens show for `NC(=O)CC1C(=O)N(c2ccc(Cl)cc2)C(=S)N1NC(=O)c1cccc(F)c1` (stereo not given)?
DT40 TDP1 no CPT: 10.7%; TDP1 cell CPT: -10.0%

What do the screens show for `COC(=O)c1ccc(N2C(=O)CC(Sc3n[nH]c(C)n3)C2=O)cc1` (stereo not given)?
TDP1 inh: 4.1%; DT40 TDP1 no CPT: 5.17µM*; TDP1 cell CPT: 2.06µM*

What do the screens show for `Cc1ccc(NS(=O)(=O)c2ccccc2[N+](=O)[O-])cc1S(=O)(=O)N1CCCCC1`?
TDP1 inh: 2.5%; DT40 TDP1 no CPT: -22.3%; TDP1 cell CPT: 4.8%

Molecules from the list above that have two or more sulfur atoms:
Results for O=C(Cn1c(=O)sc2ccccc21)Nc1nc2c(s1)CCCC2 ?
TDP1 inh: -5.1%; DT40 TDP1 no CPT: -7.5%; TDP1 cell CPT: -11.5%

What do the screens show for `Cc1ccc(NS(=O)(=O)c2ccccc2[N+](=O)[O-])cc1S(=O)(=O)N1CCCCC1`?
TDP1 inh: 2.5%; DT40 TDP1 no CPT: -22.3%; TDP1 cell CPT: 4.8%

Following part
How did CCc1ccc(C)c(OC(=O)c2cncc(Br)c2)c1 do in these assays?
DT40 TDP1 no CPT: -11.4%; TDP1 cell CPT: 1.0%

How did Cc1ccc(OCCC(=O)OCc2csc(CC(=O)Nc3ccccc3C)n2)cc1 do in these assays?
TDP1 inh: 5.3%; DT40 TDP1 no CPT: -15.0%; TDP1 cell CPT: -11.7%

Results for Cc1cc([N+](=O)[O-])ccc1NC(=S)NC1CCCC1 ?
TDP1 inh: 3.7%; DT40 TDP1 no CPT: -13.8%; TDP1 cell CPT: -26.1%

Results for O=C(C[N+]12CN3CN(CN(C3)C1)C2)c1ccc(-c2ccccc2)cc1 ?
DT40 TDP1 no CPT: inconclusive; TDP1 cell CPT: inconclusive

Compound activity: PubChem BioAssay, National Center for Advancing Translational Sciences (NCATS)
